# Screening results from PubChem.
# EPAC2 ag – agonists of human EPAC2 (RAPGEF4); actives 0.079% (n = 360,000); AID 720711; Potency, µM (series often up to 154 µM), for the others: top-dose activation, hits mostly activators; EPAC2 activation, biochemical qHTS; response scale: 100% = 6.5 mM cAMP response; Q8WZA2; further: nearly all actives have a fitted effect of over 50% in size
#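 Compounds were added across a concentration range to EPAC2 (100 nM), RAP1B-BODIPY-GDP (250 nM) and GDP (50 uM). After 5 min at room temperature, fluorescence was recorded at 5-min intervals for 30 min.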
# aSyn rescue – alpha-synuclein toxicity inhibition in yeast. Yeast expressing alpha-synuclein, growth rescue, BacTiter-Glo, 24 h. Potency, µM (highest dose often 46.1 µM), without a hit: at the highest dose growth rescue (activation), hits mostly activators. actives 0.14% (n = 370,000); further: % of control where 0% means no effect; nearly all actives have a fitted effect of over 65% in size
#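 Rescue of yeast growth: cells expressing toxic alpha-synuclein, induced in galactose at OD600 0.02, incubated with compound 24 h at 30 C. ATP luminescence quantified growth; inhibitors of toxicity appear as activators.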
# EPAC2 antag – antagonists of human EPAC2; Q8WZA2; EPAC2 GEF exchange of Rap1B-BODIPY-GDP, fluorescence; Potency, µM (doses to about 114 µM), inactives show at the top dose activity, negative = inhibition, actives largely listed as inhibitors; actives 0.18% (n = 360,000); AID 720708; further: on the % scale 0 is the no-effect control and ±100 the full control effect; nearly all actives have a fitted effect of over 45% in size; many of its hits are not listed in these tables
# PTHR1 ag – activates the human parathyroid hormone receptor PTHR1; actives 0.075% (n = 410,000); Q03431; HEK293 GP2 PTHR1 cells, GloSensor cAMP luminescence, 1 h; Potency, µM (series often up to 115 µM), for inactives: top-dose activation, actives largely listed as activators; further: nearly all actives have a fitted effect of over 55% in size; some results filed as inactive show a strong effect at the top dose; inactives centre near -15; many of its hits are not listed in these tables
#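 HEK-293-derived GP2 cells expressing PTHR1 and a GloSensor cAMP reporter, 3,000/well, plated overnight, given luciferin plus IBMX (each 0.5 mM as added) for 1 h at 37 °C, then compound for 1 h at 37 °C. Luminescence was read after 15 min at room temperature.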
# FUS yeast rescue – rescues growth of FUS-expressing yeast; S. cerevisiae FUS-expressing, growth rescue, OD600, 24 h; actives 0.24% (n = 390,000); Potency, µM (highest dose often 76.6 µM), for inactives: at the top dose growth rescue (activation), usual class: activators; AID 1347120;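 further: plate controls were DMSO vehicle for no effect and reference control for full effect; nearly all actives have a fitted effect of over 55% in size; some results filed as inactive show a strong effect at the top dose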
#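 Absorbance at 600 nm, taken 24hr after compound addition, measured rescue of FUS-yeast growth at 30C. Induction used 2% galactose with seeding at OD 0.005. Controls: CP55940 from 92uM final, DMSO only.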
# EPAC1 antag – blocks human EPAC1 exchange factor. O95398. EPAC1 GEF assay, Rap1b-BODIPY-GDP exchange fluorescence. Potency, µM (titrated, usually from 115 µM), for the others: top-dose activity change, negative = inhibition, usual class: inhibitors. actives 0.14% (n = 360,000). AID 720709;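 further: plate controls were vehicle for no effect and positive control for full effect; nearly all actives have a fitted effect of over 50% in size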
# Target sequence (O95398 whole entry, looked up): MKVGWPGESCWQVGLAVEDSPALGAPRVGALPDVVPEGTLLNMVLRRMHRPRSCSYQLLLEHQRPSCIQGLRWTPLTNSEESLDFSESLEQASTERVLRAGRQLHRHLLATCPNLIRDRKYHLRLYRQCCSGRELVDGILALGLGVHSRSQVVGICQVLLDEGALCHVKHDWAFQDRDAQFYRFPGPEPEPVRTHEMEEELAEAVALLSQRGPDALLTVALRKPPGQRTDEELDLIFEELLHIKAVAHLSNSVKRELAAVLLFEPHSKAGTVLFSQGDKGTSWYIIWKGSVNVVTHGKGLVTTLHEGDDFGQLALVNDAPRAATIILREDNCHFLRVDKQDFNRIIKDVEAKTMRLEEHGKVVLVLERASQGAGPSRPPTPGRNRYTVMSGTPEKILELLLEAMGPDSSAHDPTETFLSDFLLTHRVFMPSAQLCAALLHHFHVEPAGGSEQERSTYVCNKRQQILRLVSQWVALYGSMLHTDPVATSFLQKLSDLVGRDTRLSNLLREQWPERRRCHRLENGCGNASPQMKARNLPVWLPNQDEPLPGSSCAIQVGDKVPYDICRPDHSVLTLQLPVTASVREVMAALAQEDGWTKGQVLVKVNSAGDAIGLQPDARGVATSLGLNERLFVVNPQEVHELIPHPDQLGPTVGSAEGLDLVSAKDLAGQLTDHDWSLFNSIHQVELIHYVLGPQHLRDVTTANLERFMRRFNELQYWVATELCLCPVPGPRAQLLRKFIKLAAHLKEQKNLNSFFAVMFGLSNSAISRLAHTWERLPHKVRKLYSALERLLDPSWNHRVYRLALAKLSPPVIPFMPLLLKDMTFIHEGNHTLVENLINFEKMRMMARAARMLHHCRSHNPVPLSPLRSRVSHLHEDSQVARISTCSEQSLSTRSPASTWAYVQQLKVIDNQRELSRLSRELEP
# EPAC1 ag – agonists of human EPAC1; EPAC1 agonist qHTS, biochemical assay; response scale: 100% = response to 6.5 mM cAMP; actives 0.073% (n = 360,000); Potency, µM (highest dose often 154 µM), without a hit: top-dose activation, most hits filed as activators; further: nearly all actives have a fitted effect of over 60% in size
#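 Fluorescent GDP-exchange assay: 100 nM EPAC1 with 250 nM Rap1B preloaded with BODIPY-GDP and 50 uM GDP; compounds tested as concentration series, 5 min at room temperature, then read every 5 min for 30 min (ex 480/em 540 nm); normalized to 6.5 mM cAMP.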
# TDP43 rescue – rescues yeast growth from TDP-43 toxicity. TDP-43 expressing yeast growth rescue, BacTiter-Glo, 24 h. Potency, µM (doses to about 46.1 µM), without a hit: at the highest dose growth rescue (activation), most hits filed as activators. actives 1.8% (n = 410,000). AID 652104; further: % of control where 0% means no effect; nearly all actives have a fitted effect of over 50% in size
#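 Galactose-induced TDP-43 yeast, OD600=0.02, compound pinned; 24 hr, 30 deg C; BacTiter-Glo luminescence for growth. Inhibitors of TDP-43 toxicity read as activators.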
# Numbers without * were called inactive; i = inactive; ? = inconclusive; . = not tested or not shown; [ ] = another dose, or the depositor's remark. The call rests on the fitted dose curve; in most records, active means well fitted curve in the direction sought with a large enough effect; inconclusive means small, poorly fitted or top-dose-only effect, or another doubt; inactive means no such curve, though single readings can be large; an effect the other way counts as inactive or inconclusive. Potency means the concentration at half of the fitted maximal effect.
# The first 4 compounds, ahead of the listing:
canonical_smiles,EPAC2 ag,aSyn rescue,EPAC2 antag,PTHR1 ag,FUS yeast rescue,EPAC1 antag,EPAC1 ag,TDP43 rescue
COc1cccc(C(c2c(C)[nH]n(-c3ccccc3)c2=O)c2c(C)[nH]n(-c3ccccc3)c2=O)c1O,19.9%,11.0%,8.1%,-29.1%,?,-20.3%,6.1%,-3.1%
O=C(Nc1cccc(F)c1)C1CCN(C(=O)NCc2ccccc2)CC1,0.7%,0.2%,7.6%,i,10.2%,-6.3%,3.2%,-2.8%
CCN(C#N)c1nc(NC(C)C)nc(NC(C)C)n1,7.1%,-4.7%,-0.4%,-22.0%[57.5 µM],15.8%,-0.5%,1.8%,-0.1%
O=C(NCc1ccccc1)C(C(=O)c1ccc(F)cc1)n1ccccc1=O (configuration not stated),0.2%,3.2%,4.5%,i,19.5%,7.2%,-9.3%,15.5%

# All compounds of this part (from the top)
canonical_smiles,EPAC2 ag,aSyn rescue,EPAC2 antag,PTHR1 ag,FUS yeast rescue,EPAC1 antag,EPAC1 ag,TDP43 rescue
COc1cccc(C(c2c(C)[nH]n(-c3ccccc3)c2=O)c2c(C)[nH]n(-c3ccccc3)c2=O)c1O,19.9%,11.0%,8.1%,-29.1%,?,-20.3%,6.1%,-3.1%
O=C(Nc1cccc(F)c1)C1CCN(C(=O)NCc2ccccc2)CC1,0.7%,0.2%,7.6%,i,10.2%,-6.3%,3.2%,-2.8%
CCN(C#N)c1nc(NC(C)C)nc(NC(C)C)n1,7.1%,-4.7%,-0.4%,-22.0%[57.5 µM],15.8%,-0.5%,1.8%,-0.1%
O=C(NCc1ccccc1)C(C(=O)c1ccc(F)cc1)n1ccccc1=O (configuration not stated),0.2%,3.2%,4.5%,i,19.5%,7.2%,-9.3%,15.5%
CC(/C=C/C=C/c1ccccc1)=N\NC(=O)c1cccnc1,8.1%,-2.4%,-2.2%,2.3%,14.9%,-3.4%,4.6%,19.1%
O=C(O)c1ccc(N=Nc2c(O)ccc3ncccc23)cc1,-3.2%,-2.0%,6.0%,-17.5%,0.6%,-21.0%,-6.2%,?
COc1ccc(C(C#N)C2(C)OCCO2)cc1OC (configuration not stated),4.0%,0.8%,20.9%,i,-3.5%,21.4%,1.8%,-15.7%
CC1=NN(C(=O)CCc2ccccc2)C(c2ccccc2)C1 (configuration not stated),7.4%,3.3%,-3.6%,i,3.2%,0.6%,-0.3%,1.2%
O=[N+]([O-])c1ccccc1S(=O)(=O)Nc1cccc(-c2ccc(N3CCOCC3)nn2)c1,-2.2%,4.5%,5.7%,i,18.4%,5.6%,-7.6%,8.9%
C#CCN1C(=O)C(O)(CC(=O)/C=C/C=C/c2ccccc2)c2ccccc21 (configuration not stated),6.9%,5.9%,-4.7%,i,23.4%,-20.7%,-10.5%,0.1%
Cc1cc(/C=C(/C#N)C(=O)O)c(C)n1-c1cccc2ccccc12,-8.1%,-35.1%[inhibitor],?,-12.6%,16.0%,-19.8%,-13.4%,-0.4%
O=C(NC1CCSc2ccccc21)c1ccc(C(F)(F)F)cc1 (configuration not stated),10.5%,-0.4%,-2.9%,i,1.0%,-12.2%,2.5%,-4.5%
O=C(O)c1ccc(CN(c2ccccn2)S(=O)(=O)c2ccccc2)cc1,7.8%,-1.6%,3.6%,i,-16.7%,6.9%,4.5%,-11.9%
Cc1ccc(S(=O)(=O)/N=C2/NC(=O)/C(=C\c3ccccc3)S2)cc1,-17.6%,2.4%,?,i,0.7%,?,-7.5%,20.0%
COc1ccc(C(=O)O)cc1S(=O)(=O)NC(C)(C)C,-0.5%,1.6%,3.8%,-0.9%,-16.6%,-7.4%,-6.2%,5.0%
CC1(C)OC2OC(C(=O)N/N=C/c3cc(Br)ccc3O)C3OC(C)(C)OC3C2O1 (configuration not stated),9.7%,9.7%,-11.6%,-20.2%,.,?,2.2%,14.5%
COc1ccc(N2CCN(C(=O)COC(=O)CCS(=O)(=O)c3ccc(C)cc3)CC2)cc1,-5.3%,2.2%,-3.8%,i,2.7%,-4.8%,0.3%,8.9%
O=C(CN1C(=O)NC2(CCCC2)C1=O)NCCC1=CCCCC1,-1.8%,6.8%,12.6%,i,-1.1%,5.3%,-3.0%,11.0%
Cn1c(CNC(=O)OC(C)(C)C)nnc1SCC(=O)N1CCOCC1,-2.7%,-0.1%,4.4%,i,4.5%,10.0%,0.1%,-25.1%
CCOc1ccc(N2CC(C(=O)Nc3cccc(C)c3C)CC2=O)cc1 (configuration not stated),-3.2%,-2.1%,4.2%,i,15.0%,-5.6%,-8.2%,1.5%
Cc1ccc(C)c(OCCC(=O)Nc2ccc(S(=O)(=O)N3CCCC3)cc2)c1,21.0%,0.1%,-11.8%,-8.8%,-8.8%,-29.0%,9.4%,-1.1%
Cc1ccc2nc(N/C(N)=N/S(=O)(=O)c3ccc([N+](=O)[O-])cc3)nc(C)c2c1,3.0%,1.0%,15.3%,i,45.6%,22.7%,0.1%,-29.8%
O=C(O)c1ccccc1NS(=O)(=O)c1cccc(C(F)(F)F)c1,3.7%,13.5%,-4.7%,i,2.3%,4.5%,3.2%,-6.0%
Cc1noc(C)c1C(=O)NCCc1ccccc1,3.5%,4.6%,-8.7%,i,10.9%,-17.4%,-4.2%,8.9%
N#Cc1ccc(N2CCOCC2)c([N+](=O)[O-])c1,6.4%,-2.3%,-1.2%,i,-17.2%,-7.9%,-4.5%,4.9%
O=C(CSc1cccc[n+]1[O-])Nc1ccc(Cl)cc1F,3.7%,-0.3%,10.0%,i,-8.5%,8.8%,-2.4%,2.5%
O=C(C[C@@H]1C/C=C/CC[C@@H](Cc2ccc(F)cc2)C(=O)OCCNC1=O)N[C@H](CO)Cc1ccccc1,4.1%,-4.6%,0.8%,-28.1%,5.9%,8.4%,-12.0%,4.1%
CN(C)S(=O)(=O)c1cc(NC(=O)CSc2cccc[n+]2[O-])ccc1Cl,3.9%,0.0%,-1.7%,-11.4%,1.2%,5.6%,7.8%,1.4%
COC(=O)c1ccc2c(=O)[nH]c(COC(=O)c3c(-c4ccccc4Cl)noc3C)nc2c1,5.6%,0.7%,-5.4%,-42.4%[inhibitor],13.0%,10.4%,3.6%,25.7%
Cc1c(NC(=O)CSc2nnnn2-c2ccc(O)cc2)c(=O)n(-c2ccccc2)n1C,4.7%,.,-6.3%,-12.5%,-0.5%,-6.8%,-6.4%,-4.8%
CCCc1cc(C(=O)Nc2ccc(CC)cc2)no1,1.9%,-9.7%,-0.4%,-19.8%,2.5%,-7.8%,1.5%,29.3%
Cc1occc1-c1nnc(SCC(=O)N2c3ccccc3CCc3ccccc32)n1C,-1.5%,10.9%,18.5%,i,47.6%,11.2%,-3.6%,-17.6%
COc1ccccc1N1CCN(C(=O)CCCn2c(=O)[nH]c3ccsc3c2=O)CC1,3.1%,6.7%,6.7%,-12.2%,3.8%,-0.2%,-4.2%,25.1%
Cc1ccc(S(=O)(=O)NCC(=O)N(CCc2ccccc2)CC(=O)NCc2ccco2)cc1,-4.7%,2.1%,0.0%,i,.,-5.6%,-8.2%,5.5%
COC(=O)C1C=CC(OC2OC(COC(C)=O)C(OC(C)=O)C(OC(C)=O)C2OC(C)=O)n2c(=O)n(-c3ccccc3)c(=O)n21 (configuration not stated),9.0%,7.4%,-3.3%,-14.8%,.,-18.6%,0.0%,2.9%
CC(=O)C1=C(O)C(=O)N(CCCn2ccnc2)C1c1ccc(Br)cc1 (configuration not stated),7.3%,2.9%,0.5%,i,-0.7%,-6.3%,-1.8%,-9.8%[0.397 µM]
COC(=O)c1sccc1NC(=O)Nc1ccccc1C,4.2%,-7.1%,0.8%,-12.5%,5.8%,-22.3%,-16.1%,11.2µM*
CCOC(=O)C(=Cc1ccc(Br)cc1)C(=O)OCC,15.6%,?,-9.2%,-25.2%,18.9%,-3.8%,8.6%,?
COc1cccc(/C=N/N2CCN(Cc3ccccc3)CC2)c1O,-2.0%,-1.8%,-0.2%,-12.1%,24.1%,-2.9%,0.5%,-6.6%
O=C(Cn1ncc(Cl)c(Cl)c1=O)NC1CCS(=O)(=O)C1 (configuration not stated),0.1%,-4.0%,16.6%,16.6%,21.6%,12.2%,-0.5%,-9.6%
O=C(CCl)Nc1cccn2ncnc12,-1.2%,-6.2%,13.2%,i,-2.1%,1.1%,-6.7%,-12.4%
COc1ccc(NC(=O)c2cn(C)c(=O)c3cc(OC)c(OC)cc23)cc1OC,6.5%,2.3%,2.5%,-5.5%,21.1%,5.1%,5.1%,-15.1%
CCCCOCCCNC(=O)C[C@@H]1C[C@@]2(C(=O)OCC)CCC=C2N(Cc2cccc3ccccc23)C1=O,1.5%,20.1%,-17.9%,i,?,-16.9%,-0.4%,?
O=C(Nc1ccccn1)c1cccnc1,7.9%,7.9%,-5.2%,i,6.5%,8.0%,8.6%,10.4%
CC(Sc1nnc(C(C)Oc2ccc(F)cc2)o1)C(=O)NCc1ccc2c(c1)OCO2 (configuration not stated),3.1%,-1.2%,-6.9%,-17.2%,0.7%,6.3%,1.3%,-3.2%
CCOC(=O)C1CCN(C(=O)CS(=O)Cc2nc(-c3ccc(C)cc3)oc2C)CC1 (configuration not stated),12.8%,10.8%,5.4%,i,6.2%,-6.4%,0.6%,-3.1%
CSc1ncccc1C(=O)Nc1ccc(C)cn1,7.4%,13.3%,0.7%,-6.4%,1.1%,-16.0%,-3.2%,-4.6%
CCN(CC)C(=O)c1ccc2nc3ccccc3nc2c1,-2.3%,-0.9%,-1.8%,i,.,-3.1%,10.2%,28.3%
S=C(NCCc1ccccc1)Nc1cnc2ccccc2c1,9.4%,2.5%,-2.8%,-12.5%,20.8%,-24.3%,10.2%,22.9%
Cc1ccccc1NC(NC(=O)OCCn1c([N+](=O)[O-])cnc1C)C(Cl)(Cl)Cl (configuration not stated),7.5%,-1.6%,-11.3%,-14.3%,.,-11.0%,-15.7%,-12.3%
COc1cc(NC(=O)CN2C(=O)NC(C)(c3ccc4ccccc4c3)C2=O)c(C)cc1[N+](=O)[O-] (configuration not stated),-12.6%,2.1%,0.0%,-19.0%,?,-19.0%,-0.6%,1.2%
O=C(CCNS(=O)(=O)c1ccc(Cl)cc1)NCc1ccccn1,3.6%,-8.8%,10.7%,-11.9%[57.5 µM],15.6%,3.8%,1.2%,-21.4%

# An excerpt (hit frequency here may not be typical).
